PP1 inh: counter-screen for PP5 inhibitors: inhibitors of human PP1-alpha. P62136. purified PP1alpha, OMFP fluorescence. inhibition, % at 6.7 µM. 320,000 tested, 0.9% active. AID 2235;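 active = inhibition above the mean inhibition of all tested compounds plus 3 SD, computed separately for each screening campaign, cut at about 15% in these data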
Target sequence (P62136 whole entry, looked up): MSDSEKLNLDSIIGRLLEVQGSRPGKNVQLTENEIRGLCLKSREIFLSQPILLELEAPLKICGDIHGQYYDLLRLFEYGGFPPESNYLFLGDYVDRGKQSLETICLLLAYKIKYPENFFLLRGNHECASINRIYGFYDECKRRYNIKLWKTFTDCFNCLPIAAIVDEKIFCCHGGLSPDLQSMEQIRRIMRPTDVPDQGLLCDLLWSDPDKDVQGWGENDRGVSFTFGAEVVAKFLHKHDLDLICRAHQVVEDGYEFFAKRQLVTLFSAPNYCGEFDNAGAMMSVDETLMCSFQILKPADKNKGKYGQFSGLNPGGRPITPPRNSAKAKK
Fh CTSL1 inh: blocks F. hepatica cathepsin L1 in PFM18AAP counter-screen; recombinant F. hepatica cathepsin L1, Z-Leu-Arg-MCA fluorescence; inhibition, % at 5.96 µM; 300,000 tested, 0.49% active; AID 1906;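 active = inhibition above the mean of all tested compounds plus 3 SD, set per screening campaign, cut at about 17% in these data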;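 also: 0% = plate median of test compound wells and 100% = 1 µM Z-Phe-Ala-diazomethylketone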
PAFAH2 FP inh: PAFAH2 (human) inhibition | Q99487 | recombinant PAFAH2, FP-rhodamine activity probe, fluorescence polarization | inhibition, % at 3.39 µM | 340,000 tested, 0.99% active;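 active = inhibition above the mean over all tested compounds plus 3 SD, cut at about 30% in these data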;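 also: inhibitors block probe labeling of enzyme so polarization drops; 0% = enzyme with DMSO and 100% = wells lacking PAFAH2 protein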
AHR activator: human AHR activation; 320,000 tested, 2.5% active; activation, % at 5 µM; AHR-responsive luciferase reporter cells, luminescence; P35869; in the data active = activation above about 47%;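 also: 0% = vehicle wells and 100% = reference agonist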
PP5 primary: PP5 (human) phosphatase inhibition. purified PP5c, OMFP substrate fluorescence. inhibition, % at 6.7 µM. P53041. 320,000 tested, 0.18% active. AID 1987;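 active = inhibition above the campaign's mean inhibition across all tested compounds plus 3 SD, cut at about 9.5% in these data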;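 also: 0% = DMSO only and 100% = 100 µM cantharidin control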
Target sequence (P53041 whole entry, looked up): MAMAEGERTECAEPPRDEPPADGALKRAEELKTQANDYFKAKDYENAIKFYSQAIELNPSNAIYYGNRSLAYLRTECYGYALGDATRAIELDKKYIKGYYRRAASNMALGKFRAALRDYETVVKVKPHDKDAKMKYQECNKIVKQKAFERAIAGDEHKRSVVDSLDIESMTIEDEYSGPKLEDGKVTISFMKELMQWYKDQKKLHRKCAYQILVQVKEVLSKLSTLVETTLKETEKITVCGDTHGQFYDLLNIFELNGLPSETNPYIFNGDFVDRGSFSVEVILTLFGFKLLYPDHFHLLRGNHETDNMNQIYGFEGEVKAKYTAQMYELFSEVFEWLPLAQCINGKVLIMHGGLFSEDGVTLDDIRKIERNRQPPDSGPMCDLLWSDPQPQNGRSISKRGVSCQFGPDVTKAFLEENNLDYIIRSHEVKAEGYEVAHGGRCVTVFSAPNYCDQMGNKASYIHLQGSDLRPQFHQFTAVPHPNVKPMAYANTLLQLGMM
TPT1 inh: inhibitors of Candida albicans tRNA 2'-phosphotransferase TPT1; recombinant caTPT1, FP RNA substrate dephosphorylation; 300,000 tested, 0.81% active; AID 1962; inhibition, % at 5 µM;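 active = inhibition above the mean of all tested compounds plus 3 SD, set per screening campaign, cut at about 24% in these data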;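 also: plate controls were DMSO alone for no effect and ferristatin control at 100 nM for full effect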
procasp3 activ: procaspase-3 (human) activation; P42574; recombinant procaspase-3 D3A, Ac-DEVD-pNA absorbance 405 nm; activation, % at 8.5 µM; 330,000 tested, 0.11% active;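 active = activation above the mean of all tested compounds plus 3 SD, cut at about 21% in these data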;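 also: 0% = DMSO alone and 100% = DMSO wells spiked with extra 5 µM PC-3 D3A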
Target sequence (P42574 whole entry D9A/D28A/D175A): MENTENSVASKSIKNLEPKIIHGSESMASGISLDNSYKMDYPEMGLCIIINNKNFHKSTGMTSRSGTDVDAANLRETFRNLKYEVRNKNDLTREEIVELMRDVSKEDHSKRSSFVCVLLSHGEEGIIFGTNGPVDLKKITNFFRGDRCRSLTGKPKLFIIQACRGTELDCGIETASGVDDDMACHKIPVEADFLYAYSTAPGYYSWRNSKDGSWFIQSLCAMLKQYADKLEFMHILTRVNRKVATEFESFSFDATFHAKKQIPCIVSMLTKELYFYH
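Evaluation: percent activation relative to control range; Material: Procaspase-3 D3A mutant, all three cleavage aspartates alanine; Compound: single dose, 8.5 µM nominal compound, 0.8% DMSO; Replication: one well per compound; Signal: absorbance at 405 nm, 0 and 120 min; Schedule: 1 h preincubation plus 2 h reaction at 25 °C.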
proCasp7 act: counter-screen: procaspase-7 (human) activation. P55210. recombinant procaspase-7, Ac-DEVD-pNA absorbance 405 nm; D23A/D198A/D206A triple mutant, cannot self-cleave; scale: DMSO 0, 5 µM enzyme 100. 330,000 tested, 0.093% active. activation, % at 8.5 µM;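 active = percent activation above the screen-wide mean plus 3 SD, cut at about 25% in these data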
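System: Uncleavable procaspase-7 mutant enzyme; Amount: 2 µM procaspase-7 mutant as dispensed; Schedule: 1 h compound preincubation, 2 h substrate cleavage, 25 °C; Measured by: 405 nm absorbance of p-nitroaniline; Evaluation: percent activation from buffer-corrected 0–120 min absorbance change; Control set: low DMSO alone, high DMSO plus 5 µM PC-7.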
core dimer inh: HCV core protein dimerization inhibition | TR-FRET GST/Flag-core106 dimerization, 1536-well | inhibition, % at 5 µM | 300,000 tested, 0.33% active;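 active = inhibition above the mean of all tested compounds plus 3 SD, set per screening campaign, cut at about 45% in these data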
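Material: GST/Flag-tagged HCV core106 proteins. Incubation: 4 h, 22.5 °C incubation. Read-out basis: inhibition (%) from 671 over 617 nm ratio. Measured by: TR-FRET, excitation 340 nm, emission 617 and 671 nm.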
* = called active by the depositor. Not a hit list (roughly 5.6% active in at least one column).

For Cc1ccc(S(=O)(=O)NCC2CCCO2)cc1[N+](=O)[O-] (stereo not given) the results were PP1 inh 0, Fh CTSL1 inh -3, PAFAH2 FP inh 5, AHR activator 1, PP5 primary 2.8, TPT1 inh -1, procasp3 activ -8, proCasp7 act -4 and core dimer inh -2.
For CCOc1ccc(/C=N/NC(=O)CCC(=O)Nc2ccc(F)cc2)cc1 the results were PP1 inh -2, Fh CTSL1 inh -1, PAFAH2 FP inh 5, AHR activator 8, PP5 primary 0.3, TPT1 inh -1, procasp3 activ 6, proCasp7 act 2 and core dimer inh 8.
For CSCCC(N=C1NS(=O)(=O)c2ccccc21)C(=O)NCc1ccccc1F (stereo not given) the results were PP1 inh 0, Fh CTSL1 inh 3, PAFAH2 FP inh 5, AHR activator -3, PP5 primary -0.4, TPT1 inh 0, procasp3 activ 4, proCasp7 act -1 and core dimer inh 2.
`C=CCNC(=O)C(=O)c1cccn1-c1ccsc1C(=O)OC` gave PP1 inh 1, Fh CTSL1 inh 3, PAFAH2 FP inh 4, AHR activator 0, PP5 primary 0.5, TPT1 inh 2, procasp3 activ -6, proCasp7 act -5 and core dimer inh 3.
COc1ccc(N2CCN(C(c3cccs3)C(C)NC(=O)c3ccc4c(c3)OCO4)CC2)cc1 (stereo not given) was read as PP1 inh -1, Fh CTSL1 inh -3, PAFAH2 FP inh -2, AHR activator 9, PP5 primary 1.0, TPT1 inh 1, procasp3 activ -3, proCasp7 act 2 and core dimer inh 10.
For Cc1noc(C)c1S(=O)(=O)N1CCCC(C(=O)NCCc2ccc(Cl)cc2)C1 (stereo not given) the results were PP1 inh -4, Fh CTSL1 inh -3, PAFAH2 FP inh -9, AHR activator 2, PP5 primary 0.1, TPT1 inh 3, procasp3 activ 5, proCasp7 act -5 and core dimer inh -6.
`CCOc1ccc(-c2n[nH]c(C)c2Oc2ccc(OC)cc2)c(O)c1` gave PP1 inh 14, Fh CTSL1 inh 0, PAFAH2 FP inh 0, AHR activator 15, PP5 primary 7.0, TPT1 inh 0, procasp3 activ -4, proCasp7 act 7 and core dimer inh -1.
Screening CC(C)CCC1(C)NC(=O)N(CC(=O)NCC(=O)Nc2ccc(F)c(F)c2F)C1=O (stereo not given) returned PAFAH2 FP inh 10, AHR activator 1, procasp3 activ 4 and proCasp7 act -3.
For O=C(NNC(=O)c1ccccc1Br)c1ccncc1 the results were PP1 inh -3, Fh CTSL1 inh -2, PAFAH2 FP inh 6, AHR activator 2, PP5 primary -1.7, TPT1 inh 3, procasp3 activ 2, proCasp7 act 9 and core dimer inh 2.
COC(=O)CN1C(=S)N(C)C(=O)C1CC(=O)Nc1ccccc1 (stereo not given) was read as PP1 inh -5, Fh CTSL1 inh 4, PAFAH2 FP inh -12, AHR activator 2, PP5 primary -2.1, TPT1 inh 0, procasp3 activ -2, proCasp7 act -3 and core dimer inh 0.
Screening C=CCn1c(SCCOC)nc2c1c(=O)[nH]c(=O)n2C returned PP1 inh -2, Fh CTSL1 inh 3, PAFAH2 FP inh -2, AHR activator -1, PP5 primary 0.2, TPT1 inh 3, procasp3 activ 11, proCasp7 act 2 and core dimer inh 8.
For CCOC(=O)C1=C(C)N=c2s/c(=C/c3cccc(OCC(=O)O)c3)c(=O)n2C1c1ccc(F)cc1 (stereo not given) the results were PP1 inh 8, Fh CTSL1 inh 9, AHR activator 0, PP5 primary 1.9, TPT1 inh 4, procasp3 activ -7, proCasp7 act -6 and core dimer inh 24.
`O=C(CSc1ccccc1F)NCCCN1CCCC1=O` gave PP1 inh -1, Fh CTSL1 inh 0, PAFAH2 FP inh 3, AHR activator 0, PP5 primary 0.7, TPT1 inh -4, procasp3 activ -6, proCasp7 act 4 and core dimer inh -12.
COc1ccc2[nH]cc(CCNC(=O)Cc3ccc(Br)cc3)c2c1 was read as PP1 inh 0, Fh CTSL1 inh 5, PAFAH2 FP inh 2, AHR activator 5, PP5 primary 0.4, TPT1 inh -2, procasp3 activ -4, proCasp7 act 2 and core dimer inh -1.
`O=C(CSc1nnc(COc2ccc(Cl)cc2)o1)OC1CCCCC1` gave PP1 inh 2, Fh CTSL1 inh 4, PAFAH2 FP inh -4, AHR activator -2, PP5 primary 3.2, TPT1 inh -2, procasp3 activ 3, proCasp7 act -4 and core dimer inh 5.
Cc1ccc(N2CC(C(=O)NCc3ccccn3)CC2=O)cc1 (stereo not given) was read as PP1 inh -4, Fh CTSL1 inh -2, PAFAH2 FP inh -6, AHR activator 4, PP5 primary -2.5, TPT1 inh -1, procasp3 activ -10, proCasp7 act 10 and core dimer inh 2.
CC1(C)Cc2c(C#N)c(N3CCCC3)nc(-c3ccco3)c2CO1 was read as PP1 inh 2, Fh CTSL1 inh 2, PAFAH2 FP inh 12, AHR activator -2, PP5 primary 4.0, TPT1 inh 5, procasp3 activ -6, proCasp7 act -17 and core dimer inh 25.
`CCOc1ccc(/C=N/NC(=O)C(O)c2ccccc2)c(O)c1` (stereo not given) gave PP1 inh -1, Fh CTSL1 inh 0, PAFAH2 FP inh 1, AHR activator 3, PP5 primary 0.8, TPT1 inh -2, procasp3 activ 8, proCasp7 act 5 and core dimer inh -2.
`Cc1cc(C)nc(NS(=O)(=O)c2ccc(NC(=O)c3cccc(N4C(=O)CCC4=O)c3)cc2)n1` gave PP1 inh -4, Fh CTSL1 inh -3, PAFAH2 FP inh 1, AHR activator 5, PP5 primary 0.6, TPT1 inh -2, procasp3 activ 1, proCasp7 act 10 and core dimer inh -15.
Cc1cc(C)n2nc(C(=O)NCCc3ccccc3)nc2n1 was read as PP1 inh -2, Fh CTSL1 inh -2, PAFAH2 FP inh -3, AHR activator 28, PP5 primary -0.1, TPT1 inh -1, procasp3 activ -5, proCasp7 act 1 and core dimer inh -7.
For S=c1[nH]nc(-c2ccccn2)n1/N=C/c1cccc(Cl)c1 the results were PP1 inh -3, Fh CTSL1 inh 1, PAFAH2 FP inh 10, AHR activator 4, PP5 primary -0.8, TPT1 inh -2, procasp3 activ 5, proCasp7 act 0 and core dimer inh -1.
Screening C=CCOC(=O)C1=C[C@H](c2coc3ccccc3c2=O)[C@@H](CCCO)[C@H](OCC)O1 returned PP1 inh 1, Fh CTSL1 inh -3, PAFAH2 FP inh -6, AHR activator 6, PP5 primary -0.8, TPT1 inh 2, procasp3 activ 9, proCasp7 act -1 and core dimer inh -3.
COc1ccc(NC(=O)c2sc(Cl)nc2-c2ccccc2)cc1 was read as PP1 inh 0, Fh CTSL1 inh -2, PAFAH2 FP inh 2, AHR activator 16, PP5 primary 3.4, TPT1 inh 1, procasp3 activ 6, proCasp7 act -3 and core dimer inh -6.
For Cc1cc(=O)n2c3ccccc3n(CC(O)CN3CCN(Cc4ccccc4)CC3)c2c1C#N (stereo not given) the results were PP1 inh 3, Fh CTSL1 inh 1, PAFAH2 FP inh 1, AHR activator -1, PP5 primary -2.1, TPT1 inh -4, procasp3 activ 12, proCasp7 act 3 and core dimer inh 2.

Brought forward from above: three compounds, then new ones.
Screening C=CCOC(=O)C1=C[C@H](c2coc3ccccc3c2=O)[C@@H](CCCO)[C@H](OCC)O1 returned PP1 inh 1, Fh CTSL1 inh -3, PAFAH2 FP inh -6, AHR activator 6, PP5 primary -0.8, TPT1 inh 2, procasp3 activ 9, proCasp7 act -1 and core dimer inh -3.
COc1ccc(NC(=O)c2sc(Cl)nc2-c2ccccc2)cc1 was read as PP1 inh 0, Fh CTSL1 inh -2, PAFAH2 FP inh 2, AHR activator 16, PP5 primary 3.4, TPT1 inh 1, procasp3 activ 6, proCasp7 act -3 and core dimer inh -6.
For Cc1cc(=O)n2c3ccccc3n(CC(O)CN3CCN(Cc4ccccc4)CC3)c2c1C#N (stereo not given) the results were PP1 inh 3, Fh CTSL1 inh 1, PAFAH2 FP inh 1, AHR activator -1, PP5 primary -2.1, TPT1 inh -4, procasp3 activ 12, proCasp7 act 3 and core dimer inh 2.
For Cc1cccnc1NC(=O)CN1C(=O)NC(C)(c2ccc3ccccc3c2)C1=O (stereo not given) the results were PP1 inh -6, Fh CTSL1 inh -8, PAFAH2 FP inh -1, AHR activator 5, PP5 primary -1.2, TPT1 inh 2, procasp3 activ 7, proCasp7 act -3 and core dimer inh -7.
`COc1cccc(OCc2cc(C(=O)N3CCN(c4ccccc4OC)CC3)no2)c1` gave PP1 inh -2, Fh CTSL1 inh 4, PAFAH2 FP inh -11, AHR activator 2, PP5 primary -0.3, TPT1 inh -4, procasp3 activ 11, proCasp7 act 4 and core dimer inh 0.
COC(=O)C1=C(C)NC(C)=C(C(=O)OC)C1c1ccc(N(C)C)cc1 was read as PP1 inh -3, Fh CTSL1 inh 7, PAFAH2 FP inh -2, AHR activator 0, PP5 primary 2.1, TPT1 inh -3, procasp3 activ 2, proCasp7 act 2 and core dimer inh 0.
For O=C1c2ccccc2C(=O)N1c1nc2nccc(-c3ccccc3)n2n1 the results were PP1 inh 0, Fh CTSL1 inh 2, PAFAH2 FP inh 11, AHR activator 1, PP5 primary -1.6, TPT1 inh -1, procasp3 activ 5, proCasp7 act 6 and core dimer inh 2.
For O=C(CNCC1CCCCC1)Nc1ccc(OC(F)(F)F)cc1 the results were PP1 inh -4, Fh CTSL1 inh 0, PAFAH2 FP inh 4, AHR activator 0, PP5 primary -0.2, TPT1 inh 0, procasp3 activ 2, proCasp7 act -3 and core dimer inh -2.
Screening CCOc1ccc(OCC)c(NC(=O)CN2CCN(c3cccc(C)c3C)CC2)c1 returned PP1 inh 1, Fh CTSL1 inh 1, PAFAH2 FP inh -1, AHR activator 0, PP5 primary 1.8, TPT1 inh -4, procasp3 activ 5, proCasp7 act -1 and core dimer inh 1.
`Cc1ccc2oc(C(F)(F)C(F)F)cc(=O)c2c1` gave PP1 inh -2, Fh CTSL1 inh 1, PAFAH2 FP inh -8, AHR activator 0, PP5 primary 1.1, TPT1 inh -3, procasp3 activ -6, proCasp7 act 2 and core dimer inh 3.
For C#CCOCCOCCOCCNc1nc(N2CCN(C(=O)C(Cc3ccc(O)cc3)n3cc(C(N)CC(C)C)nn3)CC2)nc(N2CCN(C(=O)C(Cc3ccc(O)cc3)n3cc(C(N)C(C)CC)nn3)CC2)n1 (stereo not given) the results were PP1 inh 4, Fh CTSL1 inh 4, PAFAH2 FP inh 6, AHR activator -1, PP5 primary 3.0, TPT1 inh 0, procasp3 activ -5, proCasp7 act -3 and core dimer inh -5.
`Cc1ccc(NC2CCCN(C(=O)CCN3CCCCO3)C2)cc1C` (stereo not given) gave PP1 inh -3, Fh CTSL1 inh -4, PAFAH2 FP inh 2, AHR activator 20, PP5 primary 1.9, TPT1 inh -2, procasp3 activ 7, proCasp7 act -4 and core dimer inh 1.
For COc1ccccc1N1CCN(C(=O)c2cc3cc(F)ccc3[nH]2)CC1 the results were PP1 inh 7, Fh CTSL1 inh -4, PAFAH2 FP inh 3, AHR activator 36, PP5 primary 0.9, TPT1 inh -2, procasp3 activ 5, proCasp7 act -3 and core dimer inh 4.
COc1ccc(CCN=CC2=C(O)CC(C)(C)CC2=O)cc1 was read as PP1 inh -2, Fh CTSL1 inh -1, PAFAH2 FP inh 8, AHR activator 1, PP5 primary 2.3, TPT1 inh -2, procasp3 activ 6, proCasp7 act -12 and core dimer inh -1.

Screening data: PubChem BioAssay, The Scripps Research Institute Molecular Screening Center
